NS5 inhibitors – Dengue-2 NS5 methyltransferase inhibitors, primary screen, biochemical, confirmation dose response (AID 588689); Genome polyprotein (Dengue virus type 2 (strain 16681-PDK53)); Dengue-2 NS5 methyltransferase capping enzyme assay, biochemical; higher % means a stronger effect; inhibition, % at 25 µM, or IC50 in µM where a hit was titrated; 340,000 compounds, 0.3% hits; in the data active = a potency from the dose series
NS5 inhibitors pilot replicate – recorded beside NS5 inhibitors, whose call it bears; inhibition, %; measured here: pilot screen replicate inhibition
The depositor's hits bear a star. A portion of the library. The share of hits here may be higher or lower than overall.

The first seven records, to show the layout:
SMILES | NS5 inhibitors | others
CN1CCN(S(=O)(=O)c2cccc(C(=O)Oc3cccc(C#N)c3)c2)CC1 | -2%
Cc1c(C(=O)N2CCN(c3ncccn3)CC2)oc2ccc(F)cc12 | 2%
CC(C)NC(=O)N(C)C[C@H]1Oc2ccc(NS(=O)(=O)c3ccccc3)cc2C(=O)N([C@H](C)CO)C[C@H]1C | -3%
Cn1nc(C(=O)Nc2cccc(S(=O)(=O)N3CCCC3)c2)c2ccccc2c1=O | -3%
CC(CCc1ccccc1)NC(=O)CCNS(=O)(=O)c1ccccc1C(F)(F)F (stereo not given) | -9%
O=S(=O)(NCCOc1ccccc1F)c1cccc(Br)c1 | 0%
Cc1cccc(CNC(=O)C2CCC(=O)N(CCCc3ccccc3)C2)c1 (stereo not given) | 3%

The listing (from the top)
SMILES | NS5 inhibitors | others
CN1CCN(S(=O)(=O)c2cccc(C(=O)Oc3cccc(C#N)c3)c2)CC1 | -2%
Cc1c(C(=O)N2CCN(c3ncccn3)CC2)oc2ccc(F)cc12 | 2%
CC(C)NC(=O)N(C)C[C@H]1Oc2ccc(NS(=O)(=O)c3ccccc3)cc2C(=O)N([C@H](C)CO)C[C@H]1C | -3%
Cn1nc(C(=O)Nc2cccc(S(=O)(=O)N3CCCC3)c2)c2ccccc2c1=O | -3%
CC(CCc1ccccc1)NC(=O)CCNS(=O)(=O)c1ccccc1C(F)(F)F (stereo not given) | -9%
O=S(=O)(NCCOc1ccccc1F)c1cccc(Br)c1 | 0%
Cc1cccc(CNC(=O)C2CCC(=O)N(CCCc3ccccc3)C2)c1 (stereo not given) | 3%
CCN1CCN(c2ccc(S(=O)(=O)N3CCOCC3)cc2NC(=O)CCC(C)C)CC1 | -4%
Cc1ccc(NC(=O)CCN2C(=O)NC3(CCCC3)C2=O)cc1 | -4%
Cc1cccc(C)c1NC(=O)CNC(=O)c1cccc(S(=O)(=O)NCc2cccs2)c1 | -11%
C(=Cc1c[nH]c2ccccc12)c1nccc2ccccc12 | 12%
COc1ccc(Cl)cc1C(=O)NNC(=O)CCNS(=O)(=O)c1ccccc1 | -8%
COc1ccccc1CNS(=O)(=O)c1c(C)cc(C)cc1C | 5%
CN(Cc1ccc(Cl)cc1Cl)C(=O)CN1C(=O)NC2(CCCC2)C1=O | 1%
CC1C2CCC(C2)C1OC(=O)c1ccccc1C(=O)O (stereo not given) | 2%
O=C(CSc1ncnc2c1cnn2-c1ccccc1)NC1CCCC1 | 1%
CC(=O)c1c(C)[nH]c(C(=O)COC(=O)c2cccnc2Cl)c1C | -13%
O=C(COC(=O)CNC(=O)c1ccccc1)NC12CC3CC(CC(C3)C1)C2 | -3%
O=C1NC2(CCCC2)C(=O)N1CC(=O)N(Cc1ccccc1)c1ccccc1 | -4%
COc1ccc(NC(=O)c2ccc(NC(=O)C3COc4ccccc4O3)cc2)c(OC)c1 (stereo not given) | 3%
CCN(CC(=O)Nc1ccccc1C(F)(F)F)C(=O)c1ccc2c(c1)NC(=O)C(C)S2 (stereo not given) | -5%
Cc1ccc(NC(=O)c2ncn(CCCN3CCN(c4ncccn4)CC3)n2)cc1C | 1%
CC(C)CN(C(=O)CN(C)CC(=O)Nc1ccccc1C#N)c1c(N)n(CC(C)C)c(=O)[nH]c1=O | -1%
C[C@H](CO)N1C[C@H](C)[C@@H](CN(C)C(=O)Nc2ccc(C(F)(F)F)cc2)Oc2c(NC(=O)CCC(F)(F)F)cccc2C1=O | 2%
CNC(=O)c1ccc(CN(C)C(=O)/C=C/c2ccc(S(=O)(=O)N3CCCCCC3)cc2)cc1 | -5%
C[C@@]12CCC3[C@@](CCC4[C@@]3(C)CCC[C@@]4(C)C(=O)N3CCOCC3)(CC1=O)C2 (stereo not given in full) | -3%
COc1ccc(-c2sc3ccc(OC)cc3c2-c2ccc(OCCN3CCOCC3)cc2)cc1 | 0% | NS5 inhibitors pilot replicate=2.4
O=C(CCCN1CCC(O)(c2cccc(C(F)(F)F)c2)CC1)c1ccc(F)cc1 | -1%
Cc1nc(NC(=O)COC(=O)CCc2ccccc2)c(Cl)cc1Cl | -11%
COc1cccc(CN(C)C[C@@H]2OCc3cnnn3CCCC(=O)N([C@@H](C)CO)C[C@H]2C)c1 | -11%
O=C(C[C@@H]1C/C=C/CC[C@@H](Cc2ccc(F)cc2)C(=O)OC[C@H](Cc2ccccc2)NC1=O)N[C@H](CO)Cc1ccccc1 | -6%
CCOc1ccc(NS(=O)(=O)c2ccc(C(=O)NCC3(N(C)C)CCCCC3)cc2)cc1 | -1%
CN(C)C(=O)c1cccc(COc2ccc(N3C(N)=NC(N)=NC3(C)C)cc2Cl)c1 | -3%
Cc1cnc(C(=O)OCC(=O)N2CC(C)CC(C)C2)cn1 (stereo not given) | 11%
CCN(CC(=O)Nc1ccccc1OC)C(=O)CN1C(=O)NC2(CCCC2)C1=O | -3%
C#CCN(C[C@@H]1[C@@H](OC(=O)NC2CCCC2)[C@@H](OC(=O)NC2CCCC2)Cn2c(=O)ccc(=O)n21)S(=O)(=O)c1ccc(C)cc1 | -31%
Cc1cc(NC(=O)COC(=O)/C=C/c2ccc(C)o2)no1 | -1%
CCOC(=O)C1=NNC(=O)C1 | 1%
CCN(CC(=O)Nc1ccc(NC(C)=O)cc1)C(=O)c1cn(-c2ccccc2)nc1-c1cccs1 | -3%
CCOc1ccc(C(=O)OCC(=O)Nc2ccc3c(c2)OCCO3)cc1OC | -3%
CCN(CC)CCn1c2c(c(SCC(=O)Nc3nc4ccc(C)cc4s3)nc1=O)CCC2 | -3%
COCC(O)Cn1ccnc1[N+](=O)[O-] (stereo not given) | 4%
CCc1nc(NCc2cccs2)c2nnn(Cc3ccccc3)c2n1 | -2%
CC(=O)C1(C)C(=O)N(c2ccc(C)cc2)C(=O)N1c1ccc(C)cc1 (stereo not given) | -2%
CCc1ccc(NC(=O)COC(=O)CCC2CCCC2)cc1 | -1%
COc1cccc(COC(=O)CCNC(=O)c2ccc(Cl)cc2)c1OC | -2%
COc1cc(OC)c(C(=O)NNC(=O)c2ccccc2-n2cccc2)cc1OC | -14%
COc1ccc(NC(=O)CSc2ccc([N+](=O)[O-])cc2)cc1S(=O)(=O)N1CCOCC1 | 0%
Nc1ncnc(Nc2ccccc2Oc2ccccc2)n1 | -5%
COc1cc2c(-c3ccc4cc[nH]c4c3)c(-c3ccc(C#N)cc3)oc(=O)c2cc1OC | -5%
O=C(NC(Cc1ccccc1)C(=O)N1CCN(c2ccc(F)cc2)CC1)c1ccccc1 (stereo not given) | -9%
COc1ccc(C2/C(=C(/O)c3ccc(F)cc3)C(=O)C(=O)N2CCCN(C)C)cc1 (stereo not given) | -10%
Cc1noc(C)c1NC(=O)N(C)C[C@H]1Oc2ccc(NC(=O)Nc3ccc4c(c3)OCO4)cc2C(=O)N([C@H](C)CO)C[C@@H]1C | -7%
CCOC(=O)N1CCN(C(=O)CCNS(=O)(=O)c2ccc(C)c(C)c2)CC1 | -7%
O=C(Nc1ccc(Br)cc1)c1cc(-c2ccncc2)nc2ccccc12 | -8%
COc1ccc2oc(C(=O)OCC(=O)N3CCN(S(=O)(=O)c4ccccc4)CC3)c(C)c2c1 | 1%
O=S(=O)(Nc1ccccc1F)c1cccc(NC(=S)NCCN2CCOCC2)c1 | 26%
O=S(=O)(c1ccc(NCCCO)nc1)N1CCOCC1 | 5%
CC1CCCN(C(=O)CNC(=O)c2cccs2)C1 (stereo not given) | -7%
CCOC(=O)C1CCN(C(=O)c2ccc(OCC(=O)Nc3cccc(C(F)(F)F)c3)c(OC)c2)CC1 | 4%

Structures from the list above that have a Cl atom:
SMILES | NS5 inhibitors | others
COc1ccc(Cl)cc1C(=O)NNC(=O)CCNS(=O)(=O)c1ccccc1 | -8%
CN(Cc1ccc(Cl)cc1Cl)C(=O)CN1C(=O)NC2(CCCC2)C1=O | 1%
CC(=O)c1c(C)[nH]c(C(=O)COC(=O)c2cccnc2Cl)c1C | -13%
Cc1nc(NC(=O)COC(=O)CCc2ccccc2)c(Cl)cc1Cl | -11%
CN(C)C(=O)c1cccc(COc2ccc(N3C(N)=NC(N)=NC3(C)C)cc2Cl)c1 | -3%
COc1cccc(COC(=O)CCNC(=O)c2ccc(Cl)cc2)c1OC | -2%

Further compounds follow.
SMILES | NS5 inhibitors | others
Oc1ccc(Cl)cc1CNCc1cccc2ccccc12 | 0%
O=C(NCC(=O)N1CCN(C(=O)c2ccco2)CC1)c1ccc(Cl)cc1 | 1%
C[C@@H]1CN([C@H](C)CO)C(=O)CCCn2nncc2CO[C@H]1CN(C)Cc1cccc2c1OCCCO2 | -5%
O=C1CCc2cc(Br)ccc2O1 | -12%
CCN(CC)c1ccc(S(=O)(=O)N2CCOCC2)cc1NC(=O)CSc1nncs1 | -5%
Cc1ccccc1Nc1nc(N)nc(C)c1Br | 6%
CCN1C(=O)[C@H]2[C@@H](c3ccc(-c4ccccc4)c(OC)c3)N[C@@](CC(C)C)(C(=O)OC)[C@H]2C1=O | -2%
O=C(NCC1CCCCC1)c1cc(S(=O)(=O)N2CCOCC2)ccc1F | -3%
Nc1nnc(SCC(=O)NNC(=O)c2ccc(Cl)cc2)s1 | -7%
CCCCNC(=O)CSc1nnc(-c2cccc(S(=O)(=O)N3CCOCC3)c2)o1 | -3%
CCCNC(=O)N(C)C[C@H]1Oc2cc(Br)ccc2S(=O)(=O)N([C@@H](C)CO)C[C@@H]1C | -3%
Cn1c(CC(O)c2nc3ccccc3n2C)nc2ccccc21 (stereo not given) | -8%
COc1ccc(OC)c(C2/C(=C(/O)c3cnn(-c4ccccc4)c3C)C(=O)C(=O)N2CCN(C)C)c1 (stereo not given) | -5%
O=Cc1ccc(OCC(=O)N2CCc3ccccc32)c(Br)c1 | -1%
NC(=O)c1ncn([C@@H]2O[C@H](CNCc3cccn3-c3ccncc3)[C@@H](O)[C@H]2O)n1 | -14%
CCN(CC)C(=O)[C@H]1C[C@H](CC(=O)NCc2ccco2)C(=O)N2CCc3c([nH]c4cc(CCC(=O)N(C)C)ccc34)[C@]12C | -3% | NS5 inhibitors pilot replicate=-1.2
O=C(NCCCN1CCCC1)c1ccc2c(c1)N(Cc1cccc(Cl)c1)C(=O)c1ccccc1S2(=O)=O | -1%
CN(CC1COc2ccccc2O1)C(=O)CSc1ncnc2sccc12 (stereo not given) | -5%
COc1cc(C(=O)NNC(=O)c2cccc(Cl)c2)ccc1OCC(=O)N1CCOCC1 | 2%
Cc1ccc(Nc2nnc(SC(C)C(=O)NC3CC3)s2)cc1 (stereo not given) | -3%
C#CCN(C(=O)C1CCC(=O)N(CCc2cccc(F)c2)C1)C1CCCCC1 (stereo not given) | 3%
COc1ccccc1-c1n[nH]nc1C1=CC(=O)CC(C)(C)C1 | 1%
NS(=O)(=O)c1cccc(NC(=O)c2ccc(NS(=O)(=O)c3cccc([N+](=O)[O-])c3)cc2)c1 | 6%
C[C@H](CO)N1C[C@H](C)[C@H](CN(C)C(=O)c2ccccn2)Oc2cc(C#Cc3ccc(F)cc3)ccc2S1(=O)=O | 1%
Cn1cnc2c(ncn2C2OC(CO)C(O)C2O)c1=S (stereo not given) | 5%
O=C(Cn1nc(-c2ccccc2)oc1=O)OCC(=O)c1ccccc1 | 6%
CCN(CC)C(=O)c1nc[nH]c1C(=O)N(CC)CC | -5%
O=C(CCCn1c(=O)oc2ccccc21)Nc1ccccc1 | -3%
CCCCN(C(=O)c1ccc2c(c1)NC(=O)CS2)c1ccccc1 | -6%
Cc1ccc(C2CC(c3cccs3)=NN2C(=O)CSc2nc(=O)n3cc(C)ccc3n2)cc1 (stereo not given) | -3%
CCCN(CC(=O)Nc1cc(Cl)ccc1Cl)C(=O)c1ccccc1SCC(=O)N1CCCC1 | -4%
CCCCn1c(N)c(N(CC(C)C)C(=O)CSCC(=O)Nc2ccc(OC)cc2)c(=O)[nH]c1=O | 0%
CCOCCCn1c(SC(C)C(=O)NCC2CCCO2)nc2sc(C)c(C)c2c1=O (stereo not given) | 0%
Cc1ccc(S(=O)(=O)N2CCCCC2)cc1C(=O)NCCN1CCOCC1 | -11%
CSc1nc(N)nc2c1ncn2CC(=O)NCc1ccc2c(c1)OCO2 | 4% | NS5 inhibitors pilot replicate=1.8
CCOc1ccccc1OCCCC(=O)Nc1ccc(Cl)c(S(=O)(=O)N2CCOCC2)c1 | -8%
Cc1onc(-c2ccccc2)c1C(=O)OCC(=O)Nc1ccc(OC(F)(F)F)cc1 | -12%
CC(=O)c1ccc(Cl)c(Cl)c1Cl | -1%
CN(c1ccccc1)S(=O)(=O)c1cccc(C(=O)NCCc2c[nH]c3ccccc23)c1 | -9%
COCCN(C(=O)CSc1nc2ccccc2s1)c1c(N)n(Cc2ccccc2)c(=O)[nH]c1=O | -3%
CCOC(=O)NC1=NCC(C)(C)S1 | 5%
Cc1cc(C)cc(NC(=O)CN2C(=O)C3CC=CCC3C2=O)c1 (stereo not given) | -5%
N#Cc1ccccc1Sc1ccccc1C(=O)NCC(c1ccco1)N1CCCCC1 (stereo not given) | -4%
Cc1ccc(S(=O)(=O)N2CCCCC2)cc1NC(=O)c1ccc(Br)o1 | 0%
COc1ccc2c(c1)OC[C@H]1[C@H]2N2C(=O)CN(Cc3ccccc3)C(=O)[C@@]2(C)[C@H]1c1ccccc1 | 18%

2 compounds picked at random from those above:
SMILES | NS5 inhibitors | others
COCCN(C(=O)CSc1nc2ccccc2s1)c1c(N)n(Cc2ccccc2)c(=O)[nH]c1=O | -3%
CC(=O)c1ccc(Cl)c(Cl)c1Cl | -1%

Additional structures
SMILES | NS5 inhibitors | others
Nc1ccc(Oc2ccccc2-c2ccccc2)cc1 | 2%
Cc1nn(-c2ccc(C(=O)NCC(c3ccco3)N3CCCC3)cc2)c(C)c1Cl (stereo not given) | 1%
O=C(COC(=O)c1ccccn1)NCc1cccs1 | -3%
O=C(NCc1ccc(Cl)cc1)C(=O)NCC1CCCN1S(=O)(=O)c1cccs1 (stereo not given) | -9%
